# Screening results from PubChem BioAssay.
# RGS4 pot: RGS4 potentiators or activators, primary screen, cell-based, HEK293 M3R inducible RGS4, calcium flux. carbachol calcium flux Fluo4; stronger effect = lower value. B-score at 10 µM. 310,000 compounds, 0.92% hits. AID 463111, 2010;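 active = B-score of the integrated calcium signal more than 4 SD below the library mean, with starting fluorescence not abnormally high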;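 note: negative B-score means reduced calcium response which marks RGS4 activation or potentiation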
#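 Material: M3R-expressing HEK293 line, RGS4 induced by doxycycline | Schedule: Overnight RGS4 induction, 30 min dye load 37 °C, 20 min compound RT | Measured by: Fluo4 fluorescence kinetic imaging of calcium | Read-out: Integrated calcium ratio converted to B score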
# RGS4 inh: RGS4 inhibitors, primary screen, cell-based, HEK293 M3R inducible RGS4, calcium flux; B-score at 10 µM; 310,000 compounds, 0.45% hits; Regulator of G-protein signaling 4 (Homo sapiens), P49798; Fluo-4 calcium flux; stronger effect = higher value; triggered by carbachol at its EC20;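 active = B-score, a plate-corrected calcium signal, over three deviations above library mean, with baseline fluorescence within five deviations of library mean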;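 note: RGS4 expression induced by doxycycline in cells with stable M3 receptor; B-score is computed from the integrated fluorescence ratio over baseline after carbachol; higher B-score means a larger calcium signal and so more RGS4 inhibition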
# Target sequence (P49798 whole entry, looked up): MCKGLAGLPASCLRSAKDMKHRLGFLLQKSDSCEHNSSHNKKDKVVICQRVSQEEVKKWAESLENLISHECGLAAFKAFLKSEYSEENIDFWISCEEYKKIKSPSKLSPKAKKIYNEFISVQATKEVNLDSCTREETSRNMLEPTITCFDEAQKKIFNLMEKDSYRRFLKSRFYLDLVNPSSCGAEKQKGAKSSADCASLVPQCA
# MrgX1 allo act: positive allosteric modulators of MrgX1, primary screen, HEK293 cells, Fluo-4 calcium flux. Mas-related G-protein coupled receptor member X1 (Homo sapiens), Q96LB2. FDSS; stronger effect = higher value. B-score at 10 µM. 310,000 compounds, 0.63% hits. AID 588675, 2011;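 active = plate-corrected calcium response at least 3 library SD above typical, normal starting fluorescence, not activating the receptor alone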;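 note: compound read alongside a low EC10 to EC30 dose of BAM8-22 agonist; peak minus trough fluorescence over baseline measured at the second addition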
# Target sequence (Q96LB2 whole entry, looked up): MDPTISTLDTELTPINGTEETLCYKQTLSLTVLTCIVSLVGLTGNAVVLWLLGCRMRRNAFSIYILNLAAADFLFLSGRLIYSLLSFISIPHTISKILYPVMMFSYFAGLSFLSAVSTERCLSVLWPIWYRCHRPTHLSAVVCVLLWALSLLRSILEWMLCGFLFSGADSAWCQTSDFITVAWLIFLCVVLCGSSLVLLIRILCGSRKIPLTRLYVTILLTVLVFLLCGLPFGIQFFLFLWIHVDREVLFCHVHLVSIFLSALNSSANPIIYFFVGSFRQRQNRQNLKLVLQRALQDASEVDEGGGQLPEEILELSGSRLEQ
# MrgX1 antag: antagonists of human MrgX1 receptor, primary screen, HEK293 cells, Fluo-4 calcium flux; BAM8-22 antagonism; stronger effect = lower value; B-score at 10 µM; 310,000 compounds, 1.3% hits;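 active = calcium-response B-score plate-corrected more than 3 library SD below zero, starting fluorescence within 5 deviations, no agonist response on first addition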;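 note: peak minus trough fluorescence over baseline after final BAM8-22 challenge near maximal dose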
# TRPC6 inh: mouse TRPC6 channel inhibitors, primary screen, cell-based, HEK293, membrane potential dye; ACh-evoked depolarization; stronger effect = lower value; B-score at 10 µM; Short transient receptor potential channel 6 (Mus musculus), Q61143; 310,000 compounds, 1.1% hits;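 active = B-score under library mean minus 3 SD, initial fluorescence not abnormally high, positive integrated signal ratio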;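 note: B-score derived from integrated fluorescence ratio over the kinetic read; more negative B-score means stronger inhibition of depolarization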
# Platelet DG rel: inhibitors of platelet dense granule secretion, primary screen, cell-based, MLPCN, human platelets. human platelet-rich plasma, SFLLRN dense granule ATP release, luminescence. inhibition, %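 (compounds screened at 7.5 µM in platelet-rich plasma)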. AID 1663, 2009. 300,000 compounds, 0.22% hits;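 active = mean replicate score, as percent of positive control, at or above 50; inconclusive = mean below 50 but at least one replicate at or above 50; inactive = mean and every replicate below 50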
# SKKanGAS inh: S. pyogenes SKKanGAS growth inhibitors in kanamycin, primary screen, streptokinase expression inhibitor project, SKKanGAS strain, BacTiter-Glo luminescence; 6 h; inhibition, % at 7.5 µM; 300,000 compounds, 1.3% hits;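 active = mean replicate score, as percent of positive control median, at least 50; inconclusive = mean below 50 but one replicate at or above 50; inactive = mean and every replicate below 50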;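 note: strain carries kanamycin resistance gene driven by streptokinase promoter and grows in 40 µg/ml kanamycin; loss of luminescence reflects streptokinase promoter inhibition or plain growth inhibition; 0% = median of DMSO wells and 100% = positive control at its reference dose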
# TRPC6 act: mouse TRPC6 channel activators, primary screen, cell-based, HEK293, membrane potential dye | Short transient receptor potential channel 6 (Mus musculus), Q61143 | HEK293-TRPC6 membrane potential dye fluorescence; stronger effect = higher value | B-score at 10 µM | 310,000 compounds, 0.13% hits | AID 2550, 2010;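 active = B-score of the integrated fluorescence ratio above library mean plus 3 SD, and starting fluorescence ratio within library mean plus 5 SD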;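 note: higher score means more depolarization so channel activation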
# HIF act: HIF pathway transcriptional activators, primary screen, cell-based, U2OS HRE-luciferase, luminescence; AID 1910, 2009; U2OS HRE-luciferase reporter; normalized: DMSO 0%, desferrioxamine 100%; 300,000 compounds, 0.32% hits; activation, % at 7.5 µM (by protocol);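 active = mean activation of at least 10% of the iron chelator positive control signal, with at least half of replicates also reaching 10%; inconclusive = mean and replicate majority disagree about reaching 10%; inactive = mean and most replicates under 10%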
# TRPC4 block: inhibitors of mouse TRPC4 channel, primary screen, Fluo4 calcium, HEK293 TRPC4beta/mu-opioid cells; AID 2247, 2010; DAMGO-evoked Fluo4 calcium flux; stronger effect = lower value; 300,000 compounds, 0.39% hits; Short transient receptor potential channel 4 (Mus musculus), Q9QUQ5; B-score at 10 µM;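 active = B-score over 3 SD under the library average, no early fluorescence shift, positive overall ratio signal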
#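 Signal: kinetic Fluo4 fluorescence imaging of calcium influx. Material: stable TRPC4beta/mu-opioid receptor HEK293 cells. Probe or stimulus: DAMGO in two steps, submaximal then maximal.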
# MrgX1 ag: agonists of human MrgX1 receptor, primary screen, HEK293 cells, Fluo-4 calcium flux | Fluo-4 calcium fluorescence, agonist mode; stronger effect = higher value | B-score at 10 µM | Mas-related G-protein coupled receptor member X1 (Homo sapiens), Q96LB2 | 310,000 compounds, 0.44% hits;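 active = calcium response B-score plate-corrected fluorescence ratio at least 3 library SD, with starting fluorescence B-score inside 5 SD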
#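 Material: HEK293 cells stably expressing human MrgX1 receptor | Quantity: 15,000 cells per well | Times: Cells plated overnight, dye loaded 0.5 h 37 °C, 0.5 h room temperature | Measured by: Kinetic Fluo-4 NW fluorescence of intracellular calcium | Control set: Positive and negative controls per plate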
# Numbers without * were called inactive; i = inactive; ? = inconclusive. The order is random. Share with any hit: about 6.1%.
SMILES,RGS4 pot,RGS4 inh,MrgX1 allo act,MrgX1 antag,TRPC6 inh,Platelet DG rel,SKKanGAS inh,TRPC6 act,HIF act,TRPC4 block,MrgX1 ag
CS/C(N)=N/N=C/c1cc(Br)cc(Br)c1O,i,i,i,i,i,-1,?,i,0.6,i,i
Nc1nccc(-c2ccc(-n3cccc3)cc2)n1,i,i,i,i,i,6,-6,i,2.4,i,i
Oc1ccccc1N=Cc1sc2ccccc2c1Cl,i,i,i,i,i,0,1,i,-0.2,i,i
O=C(O)c1sc2cc(C(F)(F)F)cnc2c1-c1cccs1,i,i,i,i,i,-3,-2,i,0.1,i,i
COC(=O)N/N=C1/C/C(=N\NC(=O)OC)c2ccccc21,i,i,i,i,i,-2,3,i,-0.7,i,i
NC(=S)N/N=C/c1cn(-c2ccccc2)nc1-c1cccnc1,i,i,i,i,i,21,5,i,0.6,i,i
CC(=O)Nc1ccc(S(=O)(=O)NCc2nnnn2-c2ccc(F)cc2)cc1,i,i,i,i,i,-29,-6,i,0.2,i,i
CCN(Cc1ccncc1)Cc1cn[nH]c1-c1ccc(OC)cc1F,i,i,i,i,i,-7,-10,i,-0.2,i,i
O=S(=O)(NCCC1=CCCCC1)c1c(Cl)cccc1Cl,i,i,i,i,i,5,9,i,0.3,i,i
CC(C)NC(=O)Cn1c(SCC(=O)N2CCCCCC2)nc2ccccc21,i,i,i,i,i,-10,2,i,0.0,i,i
CC(C)(C)OC(=O)N1CCCN(C(=O)c2ccc(Cl)cc2)CC1,i,i,i,i,i,-4,-4,i,-0.1,i,i
Cc1cccc(C)c1NC(=O)CSc1ccc([N+](=O)[O-])cn1,i,i,i,i,i,13,-7,i,-0.9,i,i
CCCCCCN1C2=NCCCN2c2ccccc21,i,i,i,i,i,-1,1,i,-0.1,i,i
CCCNC(=S)NCCN1CCCCC1,i,i,i,i,i,-2,-8,i,0.0,i,i
c1ccc(-n2cnnc2SCc2cn3ccccc3n2)cc1,i,i,i,i,i,4,-1,i,-0.4,i,i
COc1cccc(NC(=S)N2CCN(C/C=C/c3ccccc3)CC2)c1,i,i,i,i,i,4,2,i,0.9,i,i
Cc1ccc(NC(=O)NC2C(NC(=O)Nc3ccc(C)cc3)N(C)C(=O)N2C)cc1 (stereo not drawn),i,i,i,i,i,-1,2,i,-0.2,i,i
C=C1CCN([C@@H](Cc2ccccc2)C(=O)N2CCOCC2)S(=O)(=O)c2ccccc21,i,i,i,i,i,3,4,i,-1.3,i,i
COc1ccc(C2=[N+]([O-])C(C)(C)N(O)C2C)cc1 (stereo not drawn),i,i,i,i,i,-1,-4,i,-0.6,i,i
CC(=O)c1cccc(NC(=O)N(c2ccccc2)c2ccccc2)c1,i,i,i,i,i,1,1,i,-0.5,i,i
CCC(Sc1nc2ccccc2s1)C(=O)Nc1nnc(C)s1 (stereo not drawn),i,i,i,i,i,0,-16,i,0.2,i,i
CN(C1CCCCC1)S(=O)(=O)c1ccc(S(=O)(=O)N2CCN(CCC#N)CC2)cc1,i,i,i,i,i,3,1,i,0.0,i,i
Cc1cccn2c(=O)nc(SCC(=O)N3CCC(Cc4ccccc4)CC3)nc12,i,i,i,i,i,-4,-10,i,0.0,i,i
COc1ccc(C(C(=O)NC2CCCC2)N(C(=O)c2ccoc2C)c2ccc(C)cc2)cc1 (stereo not drawn),i,i,i,i,i,5,1,i,-0.2,i,i
CCc1ccc(S(=O)(=O)N/N=C(/C)c2ccncc2)cc1,i,i,i,i,i,-1,-5,i,-0.1,i,i
Cc1ccc(S(=O)(=O)NNC(=O)Nc2ccc(Cl)cc2)cc1,i,i,i,i,i,16,2,i,-0.3,i,i
COc1ccccc1CN1CC(C(=O)NCCc2ccc(Cl)cc2)CC1=O (stereo not drawn),i,i,i,i,i,14,8,i,-0.5,i,i
CC(C)(C)c1ccc(C(CC(=O)O)NC(=O)CCCc2ccccc2)cc1 (stereo not drawn),i,i,i,i,i,6,-13,i,-0.5,i,i
CS(=O)(=O)N(CC(=O)Nc1ccccc1C(=O)N1CCOCC1)c1cccc(F)c1,i,i,i,i,i,12,16,i,-0.2,i,i
COc1ccc(OCC(=O)Nc2ccc3c(c2)nc(CN2CCN(C(C)=O)CC2)n3C)cc1,i,i,i,i,i,4,0,i,-0.6,i,i
CCOC(=O)c1c(N2C(=O)C=CC2=O)sc(C)c1C,i,i,i,i,i,15,4,i,0.0,i,i
COc1ccc(-n2nnnc2-c2ccc(S(C)(=O)=O)cc2Cl)cc1,i,i,i,i,i,0,7,i,-0.5,i,i
Cc1ccc(S(=O)(=O)NCCc2ccncc2)cc1,i,i,i,i,i,-6,4,i,0.4,i,i
CCn1c(C)nc2cc(C(=O)NNS(=O)(=O)c3ccccc3F)ccc21,i,i,i,i,i,-3,2,i,0.1,i,i
O=C(NCCS(=O)(=O)N1CCN(c2ccccc2)CC1)c1cccs1,i,i,i,i,i,-8,-6,i,-0.2,i,i
COc1ccccc1CC(=O)NC1CC1,i,i,i,i,i,1,2,i,-0.2,i,i
CC(=O)c1cnc2nc(SCc3ccc(C)cc3)nn2c1C,i,i,i,i,i,-4,5,i,1.0,i,i
CCOC(=O)c1c(NC(C)=O)sc2c(OC)c(Br)ccc12,i,i,i,i,i,-1,8,i,-0.2,i,i
COCC1CCCCN1Cc1cn(-c2ccccc2)nc1-c1ccc2c(c1)OCO2 (stereo not drawn),i,i,i,i,i,-1,-1,i,0.9,i,i
Cc1sc2ncn(CC(=O)NCCCC(=O)N3CCN(c4ccccn4)CC3)c(=O)c2c1C,i,i,i,i,i,-3,-3,i,0.1,i,i
Cc1ccc(NS(=O)(=O)c2ccc3c(c2)n(C)c(=O)c(=O)n3C)c(C)c1,i,i,i,i,i,0,-5,i,-0.2,i,i
O=S(=O)(Nc1ccc(S(=O)(=O)N2CCCCCC2)cc1)c1cccs1,i,i,i,i,i,-7,5,i,-0.1,i,i
Cc1ccc(OCCN2C(=O)CSC2=O)cc1,i,i,i,i,i,-4,4,i,-0.5,i,i
O=C(N1CCOCC1)N1CCN(S(=O)(=O)N2CCOCC2)CC1,i,i,i,i,i,?,-4,i,0.0,i,i
O=C(COC(=O)c1cccnc1Cl)Nc1ccccc1OC(F)F,i,i,i,i,i,11,-2,i,-0.2,i,i
O=c1cc(CSc2ccc(Cl)cc2)nc(-c2ccccc2)[nH]1,i,i,i,i,i,19,4,i,0.1,i,i
CCN1CCc2nc(N)sc2C1,i,i,i,i,i,2,-2,i,-0.3,i,i
COc1ccc(OC)c(NC(=O)CN(c2ccc(C)cc2)S(=O)(=O)c2c(C)n[nH]c2C)c1,i,i,i,i,i,8,4,i,0.6,i,i
Cc1ccccc1C(=O)NCC(=O)NNC(=O)CCN1CCN(c2ccccc2)CC1,i,i,i,i,i,11,4,i,0.1,i,i
CCOC(=O)c1cc(S(=O)(=O)NC2CCC(C)CC2)cn1C (stereo not drawn),i,i,i,i,i,20,1,i,0.2,i,i
CCC(C)(C)NC(=O)C(c1ccco1)N(C(=O)CNC(=O)c1cccs1)c1cccnc1 (stereo not drawn),i,i,i,i,i,6,0,i,0.6,i,i
Cc1ccc(O)c(NC(=O)CSc2n[nH]c(-c3ccccc3)n2)c1,i,i,i,i,i,7,-6,i,1.0,i,i
Cc1noc(C)c1COC(=O)c1cnc(Cl)c(Cl)c1,i,i,i,i,i,-3,0,i,0.0,i,i
Cc1nn(CC(=O)NNC(=S)NCC2CCCO2)c(C)c1Br (stereo not drawn),i,i,i,i,i,11,-5,i,-0.6,i,i
COc1ccccc1N1CCN(C(=O)CSc2nnc(NC(=O)C(C)C)s2)CC1,i,i,i,i,i,2,-25,i,-0.5,i,i
CCOc1ccc(NC(=O)N2CCN(S(C)(=O)=O)CC2)cc1,i,i,i,i,i,-6,-5,i,-0.4,i,i
CCCN(CCO)Cc1ccc(Cl)c(Cl)c1,i,i,i,i,i,-5,-8,i,-0.1,i,i
CC(Sc1nnnn1C)C(=O)Nc1ccccc1 (stereo not drawn),i,i,i,i,i,0,6,i,0.1,i,i
CC1(C)CC(=O)c2c(O)cc(OCc3ccc([N+](=O)[O-])cc3)cc2O1,i,i,i,i,i,21,1,i,2.6,i,i
Cc1cc(CNC(=O)COc2ccc(F)cc2Cl)cc(C)c1O,i,i,i,i,i,4,1,i,0.0,i,i
N#Cc1ccsc1NC(=O)CN1CCN(S(=O)(=O)c2ccc3ccccc3c2)CC1,i,i,i,i,i,-7,-4,i,-0.4,i,i
COC(=O)c1ccccc1N1CCS(=O)(=O)CC1,i,i,i,i,i,-6,-2,i,0.1,i,i

# Shown tab-delimited: entries from further up.
Molecule	RGS4 pot	RGS4 inh	MrgX1 allo act	MrgX1 antag	TRPC6 inh	Platelet DG rel	SKKanGAS inh	TRPC6 act	HIF act	TRPC4 block	MrgX1 ag
O=C(COC(=O)c1cccnc1Cl)Nc1ccccc1OC(F)F	i	i	i	i	i	11	-2	i	-0.2	i	i
O=c1cc(CSc2ccc(Cl)cc2)nc(-c2ccccc2)[nH]1	i	i	i	i	i	19	4	i	0.1	i	i
CCN1CCc2nc(N)sc2C1	i	i	i	i	i	2	-2	i	-0.3	i	i
